Assay outcomes as filed in PubChem BioAssay.
TWEAK Fn14 block: inhibitors of TWEAK-Fn14 signaling, primary screen, luciferase reporter cells, uHTS | AID 1159606, 2016 | TWEAK-stimulated Fn14 reporter cells, luciferase luminescence, 8 h | inhibition, % at 10 µM | 360,000 tested, 2% active; in the data active = inhibition above about 50%
EBV LMP1 NFkB: EBV LMP1-driven NF-kappaB luciferase reporter inhibitors, primary screen, cell-based, luminescence, single point. LMP1-induced NF-kappaB luciferase reporter cells. inhibition, % at 12.5 µM. 350,000 tested, 0.69% active. AID 504558, 2011; in the data active = inhibition above about 41%;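 note: 0% = neutral control wells and 100% = reference inhibitor control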
TROY signal inh: inhibitors of TROY-driven NF-kB signaling, primary screen, Q293 LMP1-TROYcd cells, NF-kB luciferase, uHTS; Q293 LMP1-TROYcd NF-kB luciferase reporter, 4 h; inhibition, % at 10 µM; 360,000 tested, 0.98% active;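 active = compounds whose plate-normalised and pattern-corrected inhibition of the luciferase reporter signal at the single screening dose is 50% or more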
SRC1 inh: SRC1 coactivator transcriptional activity inhibitors, primary screen, cell-based, luminescence; Nuclear receptor coactivator 1 (Homo sapiens), Q15788; HEK293 GAL4-SRC1 luciferase reporter; inhibition, % at 3.6 µM; 360,000 tested, 0.12% active;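 active = inhibition above the campaign mean plus 3 SD, with each screening campaign given its own cutoff, cut at about 60% in these data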;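 note: 0% = DMSO treated cells and 100% = gossypol at 36 µM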
KKLEB cytotox: cytotoxicity in KKLEB CF airway cells, primary screen, cytotoxicity control for CF NF-kB inhibitor project, cell-based, uHTS, fluorescence assay plates. 360,000 tested, 0.36% active. activity change (cytotoxicity), % at 5 µM. KKLEB CF airway cells viability, ATPlite luminescence, overnight; hits give low values; cells stimulated with P. aeruginosa culture filtrate;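 active = corrected activity change at or below -50% at 5 µM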
TRAIL sens C8: viability loss with TRAIL in NB7+C8 cells, primary screen, TRAIL sensitizer project, cell-based, ATPlite luminescence | inhibition (viability loss, TRAIL sensitization), % at 10 µM | 360,000 tested, 1% active;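 active = compounds causing at least 50% loss of cell viability in the single-dose screen, relative to plate controls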
LRH-1 inv ag: LRH-1 (NR5A2) inverse agonists, primary screen, cell-based, luminescence, HEK293T, StAR-luciferase reporter; Nuclear receptor subfamily 5 group A member 2 (Homo sapiens), O00482; LRH-1 transfected, 24 h; inhibition, % at 3.6 µM; 360,000 tested, 0.13% active; AID 602396, 2012;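 active = inhibition above the mean inhibition of all tested compounds plus 3 SD, cut at about 73% in these data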;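 note: 0% = DMSO wells and 100% = reporter-only cells lacking LRH-1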
Target sequence (O00482 whole entry, looked up): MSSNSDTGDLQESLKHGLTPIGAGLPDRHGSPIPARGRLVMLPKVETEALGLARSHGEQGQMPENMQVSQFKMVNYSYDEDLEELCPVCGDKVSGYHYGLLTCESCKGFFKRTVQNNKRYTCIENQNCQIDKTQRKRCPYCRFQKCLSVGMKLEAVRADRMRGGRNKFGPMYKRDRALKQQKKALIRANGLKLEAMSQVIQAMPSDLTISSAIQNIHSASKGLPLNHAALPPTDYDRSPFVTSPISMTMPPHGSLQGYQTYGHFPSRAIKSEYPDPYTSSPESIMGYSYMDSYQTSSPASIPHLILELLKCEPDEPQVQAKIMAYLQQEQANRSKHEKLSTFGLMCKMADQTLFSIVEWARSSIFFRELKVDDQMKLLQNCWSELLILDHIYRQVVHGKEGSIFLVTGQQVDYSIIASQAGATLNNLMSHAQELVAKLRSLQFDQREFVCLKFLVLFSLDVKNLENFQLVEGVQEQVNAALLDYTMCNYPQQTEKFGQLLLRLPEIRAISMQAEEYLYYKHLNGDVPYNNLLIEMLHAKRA
NR2F2 inh: NR2F2 transcriptional activity inhibitors, primary screen, cell-based, luciferase reporter, HEK293T, luminescence; COUP transcription factor 2 (Homo sapiens), P24468; HEK293T NGFI-A luciferase reporter; inhibition, % at 8.6 µM; 370,000 tested, 0.7% active;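 active = inhibition above a per-plate cutoff, mean inhibition of test wells between control levels plus 3 SD, cut at about 38% in these data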;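 note: cells cotransfected with COUP-TFII expression vector driving the NGFI-A reporter; 0% = median of COUP-TF2 test wells and 100% = reporter-only cells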
Target sequence (P24468 whole entry, looked up): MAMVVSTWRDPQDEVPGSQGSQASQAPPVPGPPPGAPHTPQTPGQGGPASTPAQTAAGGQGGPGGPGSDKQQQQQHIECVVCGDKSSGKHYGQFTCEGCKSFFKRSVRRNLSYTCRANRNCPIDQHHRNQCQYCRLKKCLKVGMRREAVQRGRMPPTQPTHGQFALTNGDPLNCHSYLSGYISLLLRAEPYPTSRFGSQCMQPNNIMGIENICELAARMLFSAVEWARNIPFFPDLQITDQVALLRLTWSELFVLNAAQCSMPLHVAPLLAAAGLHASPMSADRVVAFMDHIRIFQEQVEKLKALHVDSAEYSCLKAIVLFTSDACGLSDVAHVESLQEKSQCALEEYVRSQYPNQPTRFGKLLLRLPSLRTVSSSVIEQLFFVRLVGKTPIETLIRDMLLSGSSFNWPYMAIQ
CF NFkB inh: inhibitors of PAF-induced NF-kB signaling, primary screen, cell-based, GFP fluorescence, uHTS. inhibition, % at 5 µM. KKLEB NF-kB-GFP reporter, GFP fluorescence overnight. 360,000 tested, 0.86% active;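 active = at least 50% inhibition at 5 µM, scaled per plate between neutral and stimulator controls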;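 note: PAF is a Pseudomonas aeruginosa culture filtrate used as stimulus; plate controls were PAF-stimulated DMSO wells for no effect and unstimulated DMSO wells for full effect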
NCOA3 inh: SRC3 coactivator transcriptional activity inhibitors, primary screen, cell-based, luminescence | Nuclear receptor coactivator 3 (Homo sapiens), Q9Y6Q9 | inhibition, % at 3.6 µM | AID 588352, 2011 | HEK293 GAL4-SRC3 luciferase reporter | 360,000 tested, 0.17% active;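 active = inhibition above a per-campaign cutoff, the mean of all compounds plus 3 SD, cut at about 60% in these data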;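 note: 0% = DMSO-treated cells and 100% = gossypol-treated cells at 36 µM; higher means less SRC3-driven luciferase light from the GAL4 reporter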
Shn3 inh set2: reduction of Shn3 3'UTR firefly luciferase signal, primary screen, Schnurri-3 inhibitor project, cell-based, Clone20 osteoblasts, set 2. Clone20 osteoblast Shn3 3'UTR firefly luciferase, 24 h. inhibition, % at 12.5 µM. 360,000 tested, 0.52% active. AID 588674, 2011;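 active = mean inhibition of at least 75% with every replicate also reaching 75%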;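 note: 0% = median of neutral control wells and 100% = pilot-screen positive control compound; some compounds past the cut are filed as inactive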
The depositor's hits bear a star; x = no result given. A portion of the library, so the mix of outcomes need not match the whole.

SMILES | TWEAK Fn14 block | EBV LMP1 NFkB | TROY signal inh | SRC1 inh | KKLEB cytotox | TRAIL sens C8 | LRH-1 inv ag | NR2F2 inh | CF NFkB inh | NCOA3 inh | Shn3 inh set2
COc1cccc(-c2nnc(-c3ccc4ccccc4c3)o2)c1 | 36.7 | 10.3 | 35.1 | -132.3 | -2.5 | 34.7 | -89.0 | -47.4 | -44.9 | -105.0 | -19.8
COc1ccc(NC(=S)NC23CN4CN(CN(C4)C2)C3)cc1 | 10.4 | -1.8 | -18.0 | 1.9 | -0.2 | -2.2 | 11.3 | 8.1 | -7.2 | 9.7 | 9.5
CCOc1ccc(-c2nnn(CC(=O)c3ccc4c(c3)OCCO4)n2)cc1 | 6.9 | 4.3 | 22.3 | 8.2 | 0.3 | -6.9 | -19.6 | 14.1 | 1.8 | 7.0 | 7.2
CCC(=O)C1CCCN(C(=O)c2ccc(OC3CCN(C(=O)c4cccnc4)CC3)cc2)C1 (stereo unspecified) | 10.0 | -3.6 | 6.9 | -13.4 | 3.4 | 1.8 | 4.8 | -17.9 | 14.4 | 14.0 | -3.7
COc1ccc(N2CCN(C(=O)CCNS(=O)(=O)c3ccc4c(c3)CCC(=O)N4)CC2)cc1 | -6.7 | -3.5 | 7.5 | -5.8 | -2.1 | -12.2 | 18.6 | 6.3 | 5.9 | 3.8 | -5.7
CC1CCc2sc(C(=O)NNC(=O)c3ccncc3)cc2C1 (stereo unspecified) | -10.5 | -3.7 | -8.1 | -11.7 | 1.2 | 6.5 | 9.7 | -48.5 | -17.2 | -5.0 | -2.6
O=C(COC(=O)COc1ccc(Cl)cc1Br)NCc1cccs1 | 5.3 | -6.3 | 8.0 | -15.4 | 6.4 | 3.4 | 2.2 | 5.7 | 0.5 | -2.7 | -38.5
COc1ccc(N2CCN(C(=O)CNC(=O)c3ccc4ccccc4c3)CC2)cc1 | 14.7 | -3.2 | -22.9 | 2.5 | 3.0 | 1.1 | -8.5 | -1.2 | -12.4 | -19.4 | 8.4
CCN(CC)S(=O)(=O)c1cccc(-c2nnc(SC(C)C(N)=O)n2CCc2ccccc2)c1 (stereo unspecified) | -0.1 | -5.1 | -14.8 | -14.3 | -1.4 | -4.2 | 14.7 | 12.7 | 14.4 | -23.0 | 10.2
O=C(C[n+]1cc(-c2ccc(F)cc2)n2c1CCC2)N1c2ccccc2Sc2ccccc21 | -19.7 | -30.0 | -57.1 | -39.7 | -3.9 | 42.8 | -58.2 | -21.6 | -6.8 | -47.0 | -98.4
O=C(c1ccc(Cl)c(Cl)c1)N1CCC(=O)N([C@H](COCc2ccccc2)Cc2ccccc2)CC1 | 3.4 | x | -5.3 | x | x | 4.4 | -8.5 | -10.6 | x | x | x
CCc1c(C)nc2ncnn2c1Nc1ccc(C(C)=O)cc1 | -44.9 | -14.7 | -39.6 | -56.4 | 5.2 | -1.2 | -64.8 | -25.0 | 12.3 | -38.3 | -57.1
O=C1c2ccccc2CCc2ccc(Br)cc21 | -4.4 | 1.7 | -22.0 | -16.7 | 8.3 | 3.7 | 0.4 | -8.1 | -20.0 | -2.4 | -7.1
O=C(NCc1cccs1)c1nc2c(nnn2Cc2ccc(F)cc2)c(=O)[nH]1 | -3.0 | 3.9 | 12.5 | -25.1 | 2.8 | -19.5 | 10.9 | -1.7 | 2.3 | 5.0 | 21.8
CCOC(=O)[C@]12CCCC=C1N(Cc1ccc3c(c1)OCO3)C(=O)[C@H](CC(=O)NCC1CCCCC1)C2 | -0.7 | x | 0.2 | x | x | 0.9 | -31.7 | 12.6 | x | x | x
Cn1nc(C(C)(C)C)c([N+](=O)[O-])c1C(=O)NC(C)(C)C | 15.2 | 4.5 | -5.2 | -0.4 | -10.7 | 4.4 | 14.9 | 11.9 | 7.7 | 16.4 | 13.6
CCOC(=O)C1CCN(C(=O)C2CC(=O)N(c3ccc(C)cc3)C2)CC1 (stereo unspecified) | 0.3 | -5.7 | -11.1 | -6.7 | 2.7 | -20.2 | 12.6 | -13.5 | 12.5 | 14.0 | -11.9
Cc1c(C(N)=O)sc2nc(-c3ccccc3)cn12 | -7.5 | -7.7 | -58.0 | -33.0 | -4.6 | 12.4 | -41.8 | -22.5 | -1.5 | -89.7 | -36.1
O=S(=O)(Nc1ccncc1)c1cc(Cl)c(Cl)cc1Cl | 20.4 | -3.5 | 3.7 | 13.2 | -3.4 | 5.1 | 7.4 | -14.9 | 3.4 | 10.9 | 16.2
CCc1ccc(CN2CCN(C(=O)c3ccco3)CC2)cc1 | -2.5 | -0.2 | -6.4 | -0.7 | -2.8 | -7.5 | -18.3 | -7.8 | 4.5 | -8.0 | 5.1
O=C(c1ccccc1Br)N1CCN(c2ccccn2)CC1 | -20.1 | 1.9 | 20.0 | 1.7 | -0.4 | 7.1 | -0.4 | 10.6 | 11.3 | 9.9 | -2.5
COc1ccc(C(O)c2ncc(-c3ccc4ccccc4c3)[nH]2)cc1F (stereo unspecified) | -36.1 | x | -14.1 | -16.2 | -0.5 | -6.7 | 8.0 | 6.8 | -5.5 | -11.8 | -10.8
CCCCOc1ccc(CSC2=NCCN2)cc1[N+](=O)[O-] | -1.8 | -113.5 | -40.1 | -6.0 | 6.6 | 6.6 | 26.0 | -13.5 | -17.7 | -0.4 | -36.8
CCN(Cc1cnn(C)c1)Cc1nc(C2(c3ccc(C)cc3)CCCC2)no1 | -13.1 | -0.6 | 9.7 | 3.5 | -9.4 | -11.9 | 19.3 | 4.3 | 13.3 | 12.3 | 5.4
COc1ccc(/C=N/NC(=S)Nc2cc(S(=O)(=O)N3CCOCC3)ccc2N2CCOCC2)cc1O | 30.4 | 4.2 | 2.2 | 3.3 | -14.4 | -32.5 | 18.1 | -11.1 | 11.4 | -14.2 | 18.7
(continued)
SMILES | TWEAK Fn14 block | EBV LMP1 NFkB | TROY signal inh | SRC1 inh | KKLEB cytotox | TRAIL sens C8 | LRH-1 inv ag | NR2F2 inh | CF NFkB inh | NCOA3 inh | Shn3 inh set2
Cc1noc(C)c1COc1cccc(C(=O)OCC(=O)N2CC(=O)Nc3ccccc32)c1 | -5.2 | -23.0 | 17.9 | -32.0 | -18.1 | 12.0 | 18.3 | -3.4 | 26.3 | 2.6 | 12.5
CCCOc1ccc(C(=O)Nc2ccc(N3CCOCC3)cc2N2CCOCC2)cc1OCC | -5.1 | -5.1 | 0.1 | -8.2 | -0.5 | -5.8 | 3.6 | 1.7 | -12.7 | -6.6 | 15.3
CC(=O)ONC(=Nc1ccccc1)c1nonc1N | 9.4 | -6.8 | 8.1 | 1.4 | 2.3 | 1.1 | 1.3 | 6.0 | 7.1 | 22.3 | -4.1
COc1cc(CN2CCNC(=O)C2CC(=O)NC2CCCCC2)cc(OC)c1 (stereo unspecified) | 3.1 | -3.8 | 7.4 | 17.5 | 7.3 | -7.4 | 0.1 | 5.7 | -2.5 | 18.2 | -2.3
CCNC(=O)OCC12CC3CC(CC(C3)C1)C2 | 15.7 | -1.0 | 7.3 | 4.7 | 7.7 | -7.0 | 8.5 | -1.5 | 13.7 | 21.6 | 14.2
O=C(CN1C(=O)COc2ccc(S(=O)(=O)N3CCCCCC3)cc21)NCc1ccc(F)cc1 | 17.4 | -7.7 | -20.2 | -0.3 | -1.8 | -16.8 | 18.0 | 8.4 | -11.3 | -0.4 | 0.1
C/C(=N\NC(=O)Cn1nc(C)c([N+](=O)[O-])c1C)c1ccc(O)cc1 | -6.7 | 9.2 | 4.6 | 20.6 | 3.0 | -7.5 | 19.4 | -4.7 | -28.6 | 12.2 | 8.3
COc1ccc(CN(C)C(=O)c2ccncc2)c(OC)c1 | -3.1 | 5.0 | 10.1 | -28.6 | 12.4 | 4.1 | 12.9 | 0.8 | -3.6 | -3.7 | 4.3
COCCN(C(=O)c1ccc(COc2ccccc2)o1)c1c(N)n(CC(C)C)c(=O)[nH]c1=O | 8.4 | 4.6 | -16.5 | 9.7 | 14.9 | -22.8 | 20.0 | -5.1 | -2.7 | -29.4 | 5.9
Cc1ccc(OCCNc2ccc(S(=O)(=O)N3CCCC3)cn2)cc1 | -17.0 | -1.6 | -1.6 | -31.9 | -23.4 | -18.2 | 3.8 | -3.0 | 27.2 | 7.9 | 12.7
Cc1cc(C(F)F)n2nc(C(=O)Nc3ccc(S(=O)(=O)NC45CC6CC(CC(C6)C4)C5)cc3)nc2n1 | 6.8 | 0.3 | -2.9 | 0.6 | 12.3 | 22.4 | 8.4 | 1.8 | -3.1 | -14.3 | 14.3
CC(NC(=O)c1cc(-c2ccccn2)nc2ccc(Cl)cc12)C1CCCO1 (stereo unspecified) | 10.5 | -2.2 | -0.4 | 2.5 | 3.3 | 18.6 | 10.7 | 9.0 | -14.2 | -3.6 | -6.8
Cc1ccc(NC(=O)c2cc(S(=O)(=O)NCCC3=CCCCC3)ccc2F)cc1 | 57.4* | -9.9 | 34.9 | 21.5 | 8.0 | 18.6 | 37.5 | 60.8* | -13.5 | 22.1 | 75.3
Cc1c(C(=O)NCc2ccccc2C(F)(F)F)sc(=O)n1Cc1ccccc1C#N | 2.4 | x | 7.9 | -0.8 | -29.6 | -3.7 | -33.8 | 2.3 | 7.1 | 8.3 | -10.8
Cc1cccc(-c2nnc(SCC(=O)Nc3nc4c(s3)CCCC4)n2C)c1 | -18.6 | 3.5 | -27.4 | -26.6 | 3.6 | -4.6 | 4.5 | 4.6 | -13.4 | 10.9 | -12.9
CSc1ncnc2c1ncn2CCCN1CCN(Cc2cccc3ccccc23)CC1 | -4.8 | 5.6 | 8.3 | 3.4 | 6.7 | -7.9 | 10.9 | 11.6 | -2.9 | 8.9 | 15.1

Sorted by count of non-hydrogen atoms (lowest first): some entries from above.
SMILES | TWEAK Fn14 block | EBV LMP1 NFkB | TROY signal inh | SRC1 inh | KKLEB cytotox | TRAIL sens C8 | LRH-1 inv ag | NR2F2 inh | CF NFkB inh | NCOA3 inh | Shn3 inh set2
C/C(=N\NC(=O)Cn1nc(C)c([N+](=O)[O-])c1C)c1ccc(O)cc1 | -6.7 | 9.2 | 4.6 | 20.6 | 3.0 | -7.5 | 19.4 | -4.7 | -28.6 | 12.2 | 8.3
O=C(CN1C(=O)COc2ccc(S(=O)(=O)N3CCCCCC3)cc21)NCc1ccc(F)cc1 | 17.4 | -7.7 | -20.2 | -0.3 | -1.8 | -16.8 | 18.0 | 8.4 | -11.3 | -0.4 | 0.1
Cc1cc(C(F)F)n2nc(C(=O)Nc3ccc(S(=O)(=O)NC45CC6CC(CC(C6)C4)C5)cc3)nc2n1 | 6.8 | 0.3 | -2.9 | 0.6 | 12.3 | 22.4 | 8.4 | 1.8 | -3.1 | -14.3 | 14.3
